# Compound activity from PubChem BioAssay.
# POLH inh: blocks human DNA polymerase eta activity | Q9Y253 | recombinant Pol eta, fluorescent DNA replication assay | Potency, µM (titrated, usually from 114 µM), without a hit: at the highest dose activity change, negative = inhibition, hits mostly inhibitors | 390,000 compounds, 1.2% hits | AID 588591; note: potency is the fitted concentration of half-maximal effect; % is set by controls: 0 for no effect and ±100 for the full control effect
#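 Pol eta at 10 nM preincubated with compounds 15 min at room temperature; reaction started with fluorescent substrate (50 nM final) and read kinetically at 0 and 10 min.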
# JMJD2A Tudor inh: inhibitors of human JMJD2A Tudor domain. AlphaScreen JMJD2A-Tudor / H3K4me3 peptide binding. Potency, µM (series often up to 114 µM), for inactives: top-dose activity change, negative = inhibition, usual class: inhibitors. 390,000 compounds, 4.4% hits. O75164. AID 504339; note: potency is the fitted concentration of half-maximal effect; % is set by controls: 0 for no effect and ±100 for the full control effect; nearly all actives have a fitted effect of over 50% in size
# Target sequence (O75164 whole entry, looked up, the tested form may be a part): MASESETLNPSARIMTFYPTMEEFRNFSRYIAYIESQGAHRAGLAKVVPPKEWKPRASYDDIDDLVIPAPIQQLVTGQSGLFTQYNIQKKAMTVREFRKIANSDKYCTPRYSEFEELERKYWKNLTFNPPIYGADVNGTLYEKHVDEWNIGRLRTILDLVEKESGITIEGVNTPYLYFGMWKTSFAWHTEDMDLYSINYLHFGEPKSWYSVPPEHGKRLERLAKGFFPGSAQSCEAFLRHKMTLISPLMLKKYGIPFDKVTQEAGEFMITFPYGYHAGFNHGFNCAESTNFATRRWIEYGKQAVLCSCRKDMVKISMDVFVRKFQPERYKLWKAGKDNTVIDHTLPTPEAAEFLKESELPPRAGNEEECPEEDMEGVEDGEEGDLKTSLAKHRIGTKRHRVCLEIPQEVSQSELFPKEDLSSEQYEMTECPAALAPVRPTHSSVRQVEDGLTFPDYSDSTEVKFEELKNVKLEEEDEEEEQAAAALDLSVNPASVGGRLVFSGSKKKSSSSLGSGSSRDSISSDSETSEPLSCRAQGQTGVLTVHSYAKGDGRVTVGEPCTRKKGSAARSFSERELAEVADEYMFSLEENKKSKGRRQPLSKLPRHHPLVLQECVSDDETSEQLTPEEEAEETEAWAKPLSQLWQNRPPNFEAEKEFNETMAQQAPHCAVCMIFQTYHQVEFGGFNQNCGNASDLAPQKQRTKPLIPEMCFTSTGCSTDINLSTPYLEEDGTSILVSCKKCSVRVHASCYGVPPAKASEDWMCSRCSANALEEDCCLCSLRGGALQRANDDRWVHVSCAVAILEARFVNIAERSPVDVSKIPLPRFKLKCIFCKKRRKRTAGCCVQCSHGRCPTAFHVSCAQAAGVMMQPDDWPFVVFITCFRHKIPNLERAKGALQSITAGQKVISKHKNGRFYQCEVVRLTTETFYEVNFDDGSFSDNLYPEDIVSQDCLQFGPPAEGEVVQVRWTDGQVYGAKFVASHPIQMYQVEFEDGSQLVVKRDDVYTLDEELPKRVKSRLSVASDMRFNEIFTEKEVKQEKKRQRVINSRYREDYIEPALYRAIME
# HP1b binding inh: HP1-beta chromodomain-methylated histone interaction inhibition. AlphaScreen HP1-beta / biotin-H3K9me3 peptide binding. 390,000 compounds, 0.56% hits. AID 540317. Potency, µM (highest dose often 114 µM), for the others: at the top dose activity change, negative = inhibition, most hits filed as inhibitors; note: potency is the fitted concentration of half-maximal effect; nearly all actives have a fitted effect of over 70% in size; inactives centre near 23
#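 AlphaScreen: HP1-beta (50 nM) preformed 30 min with biotin-H3(1-18)K9me3 peptide (50 nM) in PBS pH 7.4, 0.01% Tween-20. Compound added for 30 min at RT, then streptavidin donor/nickel chelate acceptor beads (10 ug/mL) for 30 min.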
# Pin1 inh: inhibitors of human Pin1. Q13526. Pin1 FP peptide displacement, HiFluor488, 10 min. Potency, µM (doses to about 115 µM), for inactives: at the top dose activity, negative = inhibition, hits mostly inhibitors. 390,000 compounds, 0.009% hits; active = well fitted inhibition curve with a large enough effect in the polarisation, with a control signal flat, not every such curve was filed as active; inconclusive = small, poorly fitted or top-dose-only effect, or effect the other way, or a change in a side signal; inactive = no such curve, though single readings can be large or run the other way; the % refers to the polarisation; note: potency is the fitted concentration of half-maximal effect; % is set by controls: 0 for no effect and ±100 for the full control effect
# G9a block: inhibitors of human histone lysine methyltransferase G9a | Q96KQ7 | G9a H3K9 monomethylation, AlphaScreen, 2 h | Potency, µM (highest dose often 102 µM), inactives show top-dose activity, negative = inhibition, actives largely listed as inhibitors | 350,000 compounds, 8.8% hits | AID 504332; note: potency is the fitted concentration of half-maximal effect; % is set by controls: 0 for no effect and ±100 for the full control effect; nearly all actives have a fitted effect of over 75% in size
#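 G9a (20 nM) preincubated 15 min RT with compounds, then 500 nM biotinylated H3K9 peptide and 20 uM SAM added; 2 h RT reaction. Monomethyl-H3K9 product detected by AlphaScreen with anti-H3K9me1 antibody, streptavidin donor and anti-rabbit IgG acceptor beads.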
# BAZ2B block: blocks human BAZ2B; AlphaScreen BAZ2B-H3K14Ac peptide displacement; AID 504333; Potency, µM (highest dose often 114 µM), without a hit: at the top dose activity change, negative = inhibition, most hits filed as inhibitors; 360,000 compounds, 4.4% hits; Q9UIF8; note: potency is the fitted concentration of half-maximal effect; % is set by controls: 0 for no effect and ±100 for the full control effect; nearly all actives have a fitted effect of over 60% in size
#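 BAZ2B (50 nM) with biotin-H3(5-23)K14Ac peptide (50 nM) in PBS pH 7.4, 0.01% Tween-20, preformed 30 min, then compound 30 min at room temperature; top concentration 110uM. AlphaScreen streptavidin donor/nickel chelate acceptor beads (10 ug/mL final), 20 min dark, signal read.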
# Tb PGK inh: inhibitors of T. brucei phosphoglycerate kinase; P07378; PGK/GAPDH coupled, Kinase-Glo luminescence, 60 min; AID 602233; 380,000 compounds, 0.043% hits; Potency, µM (doses to about 57.5 µM), inactives show at the highest dose activity change, negative = inhibition, hits mostly inhibitors; note: potency is the fitted concentration of half-maximal effect; % is set by controls: 0 for no effect and ±100 for the full control effect; nearly all actives have a fitted effect of over 60% in size
#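 Luminescent ATP detection (Kinase-Glo Plus) follows a 60-minute room-temperature incubation, with wells lacking PGK as controls. Buffer: 100 mM TEA (pH 7.6), 5 mM MgCl2, 0.01% Tween-20. Coupling enzyme GAPDH (100 nM final) supplies unstable 1,3-BPG in-well.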
# GLS inhibitor: blocks human kidney-isoform glutaminase activity. 410,000 compounds, 0.21% hits. Potency, µM (titrated, usually from 45.5 µM), inactives show at the top dose activity change, negative = inhibition, actives largely listed as inhibitors. GLS enzymatic activity, qHTS titration; note: potency is the fitted concentration of half-maximal effect; % is set by controls: 0 for no effect and ±100 for the full control effect
#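 Glutamate formation by hKGA was monitored fluorometrically using coupled glutamate oxidase, HRP and Amplex Red. Substrate was added as 1 mM L-glutamine solution; incubation was 30 min at RT after an initial read.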
# PI4K2A inh: PI4K2A (human) kinase inhibition; Q9BTU6; purified PI4K2A, ADP-Glo luminescence, 1 h; hits give low values; activity change, negative = inhibition, % at 76.9 µM; 420,000 compounds, 0.13% hits; AID 1346378; in the data active = activity change below about -50%; inconclusive = mostly about -30% to -49%;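 note: -100% = wells without enzyme as full effect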
#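 ADP-Glo luminescence measured ADP generated by PI4K2A enzyme (4 ug/mL before mixing) with 1.2 mM PI substrate (pre-mix) and 300 microM ATP (pre-mix). Tris pH7.5 buffer with MgCl2, Triton X-100; 1 h reaction at ambient temperature.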
# Numbers without * were called inactive; i = inactive; ? = inconclusive; · = no result given; & = joins results of further samples; [ ] = dose if it differs, or a comment. Unless noted, calls come from the whole dose curve; as a rule, active = well fitted curve in the direction sought with a large enough effect; inconclusive = small, poorly fitted or top-dose-only effect, or another doubt; inactive = no such curve, though single readings can be large; an effect the other way counts as inactive or inconclusive. Some of the compounds tested (hit frequency here may not be typical).
# The line under a structure holds: Pin1 inh, POLH inh, GLS inhibitor, BAZ2B block, PI4K2A inh, Tb PGK inh, JMJD2A Tudor inh, G9a block, HP1b binding inh
CCOC(=O)N1CCN(C(=O)c2cc(-c3ccncc3)nc3ccccc23)CC1
 : 6%, -2%, 1%, 10%, -1, -7%, -16%, -1%, 15%
CCN(CC(=O)Nc1ccccc1OC)C(=O)c1ccc2[nH]c3c(c2c1)CC(C)CC3 (stereo not given)
 : 3%, -14%, 15%, ?, -3, i, ?, -12%[12.7 µM], -24%
Cc1ccc(-n2ncc3c(=O)n(Cc4cccc(Cl)c4)cnc32)cc1C
 : 5%, -9%, -1%, 3%, 2, -7%, -11%, 6%[59 µM], 9%
Cc1nnc(-c2ccc(Oc3ccc(C)c(C)c3)c([N+](=O)[O-])c2)o1
 : 1%, -20%, -6%, ?, 2, i, ?, -38%[59 µM], ?
CCc1ccccc1NC(=S)N1CCN(c2cccc(OC)c2)CC1
 : 0%, ?, -22%, -18%, 0, 1%, -28%, -3%[0.501 µM], 10%
COC(=O)c1c[nH]n2c(=O)c(Cl)c(C)nc12
 : -1%, -19%, 10%, -6%, -8, -9%, -26%, -10%, 13%
COc1cc(C(=O)C(=O)c2ccc(O)c(OC)c2)ccc1O
 : -2%, ?, -7%, -7%, -4, -6%, -1%, 8%[12.7 µM], 42%[activator]
COc1ccc(-n2nnnc2SCC(=O)Nc2nc3c(s2)CCCC3)cc1
 : 3%, -18%, 16%, -38%, -1, 7%, -7%, 6%[0.501 µM], 16%
O=C(NC12CC3CC(CC(C3)C1)C2)c1ccc(=O)oc1
 : 3%, -3%, 11%, 34%[activator], 2, -2%, 10%, 21%, 33%
CCC1=C(OC(=O)N(CC)CC)N2C(=O)OC(=NCCc3c[nH]c4ccccc34)[C@]2(Cc2ccccc2)[C@H]2C1=CC[C@H]1C(=O)N(C)C(=O)[C@H]12
 : 44%[activator], -6%, 9%, -33%, 0, i, ?, -29%[59 µM], -3%
Cc1ccc(CSc2nc3c(c(N(C)C)n2)CCCC3)cc1
 : ?, -9%, 6%, 108%[activator], -3, 0%, 138%[activator], 30%[59 µM], 157%[activator]
CCc1cccc(NC(=O)Cn2c(-c3ccc(F)cc3)cc(C(C)=O)c2C)c1
 : 0%, -10%, 5%, 5%, -2, -4%, -3%, 9%[59 µM], 12%
Cc1cc(NC(=O)CSc2nc3c([nH]c4ccccc43)c(=O)n2-c2ccccc2F)no1
 : 16%&2%, -5%&-18%, -1%&3%, -13%&-2%, 1&-5, -1%&-2%, -26%&-18%, -1%[12.7 µM], 29%
O=c1[nH]cnc2nc(-c3ccccc3)c(-c3ccccc3)nc12
 : -9%, -1%, 5%, -7%, -2, -13%, -1%, 12%[59 µM], 32%
O=C(NCc1ccccc1Cl)c1cc2ccccc2oc1=O
 : 1%, -17%, 3%, -6%, -1, i, -14%, 6%, -1%
COc1ccc2oc(C(=O)N(C)CCOc3ccccc3)c(C)c2c1
 : 3%, -21%, 2%, 5%, -3, -8%, 14%, 62%[activator], 43%[activator]
COc1ccc(CC(=O)N/N=C(\C)CC(=O)Nc2ccc3c(c2)OCCO3)cc1OC
 : 6%, -18%, 2%, -8%, -6, -2%, 2%, 12%, 27%
CN(C)CCCNC(=S)N1CCN(c2nc(-c3ccccc3)cs2)CC1
 : -2%, -7%, 8%, -38%, -4, -3%, ?, ?, -9%
CC1(C)Cc2cccc(OCC(=O)OCC(=O)Nc3ccc(C(N)=O)cc3)c2O1
 : 3%, -9%, 15%, -4%, -2, 9%, -9%, 4%[59 µM], 23%
COC(=O)c1cc(NC(=O)Cc2ccccc2[N+](=O)[O-])cc(C(=O)OC)c1
 : -3%, -15%, 1%, 11%, 2, 12%, -15%, ?, 25%
Cc1cccc(N2CCN(C(=O)CNC(=O)c3ccccc3)CC2)c1C
 : -1%, -16%, 3%, -13%, -19, -1%, -10%, -5%, 4%
COc1ccc(-c2oc(=O)c3cc(OC)c(OC)cc3c2C#CC2(O)CCCCC2)cc1
 : 7%, -15%, 5%, ·, -1, i, -7%, ·, 8%
O=C(Cn1nc(-c2ccc(Cl)cc2)ccc1=O)NCC1CCCO1 (stereo not given)
 : 0%, 1%, 1%, 12%, -6, -6%, -16%, 4%, 6%
COc1ccc(N2CCN(C(=O)c3ccc(CNS(=O)(=O)c4cccc(OC)c4)cc3)CC2)cc1
 : -1%, -20%, 18%, ?, 4, 1%, ?, ?, -18%
CCn1cc(C(=O)NCc2ccco2)c(=O)c2cc(S(=O)(=O)N3CC(C)CC(C)C3)ccc21 (stereo not given)
 : 0%, -13%, -1%, -10%, 4, 3%, -5%, 12%[59 µM], 5%
COc1ccc(C2CCCN2C(=S)Nc2ccccc2C)cc1OC (stereo not given)
 : -7%, -18%, -14%, -1%, 8, -6%, -10%, ?, 41%[activator]
CC(=O)c1c(C)cc(C)c(CSc2nnc(-c3ccco3)o2)c1C
 : -2%, -18%, -2%, 4%, 0, -6%, -11%, 5%[12.7 µM], 19%
CCOc1ccc(N(Cc2cc3cc(C)ccc3[nH]c2=O)S(=O)(=O)c2ccccc2)cc1
 : -3%, -21%, -2%, -25%, -3, i, -26%, 18%, 7%
COc1ccccc1N1CCN(c2csc3ccc(Cl)cc3c2=O)CC1
 : -6%, -12%, 8%, -15%, -1, i, -20%, 1%[59 µM], 27%[57 µM]
Cc1ccccc1OCCC(=O)OCC(=O)Nc1c(C)nn(-c2ccccc2)c1C
 : -1%, -1%, 1%, 10%, 5, -1%, -6%, ?, 1%
O=C1c2ccccc2-c2nc3ccccc3nc21
 : 2%, ?, -2%, -38%, -10, -5%, -17%, 11%[12.7 µM], 30%
CN(C)c1cccc(C(=O)OCC(=O)N2CCc3ccccc3C2)c1
 : 2%, -13%, 1%, -39%, 0, -7%, -19%, ?, 10%
COc1ccc(-c2nc(CS(=O)(=O)CC(=O)NC3CCC(C)CC3)c(C)o2)cc1 (stereo not given)
 : 12%, -8%, -5%, 17%[57.1 µM], 1, -3%, -21%, -7%, 67%[activator]
O=C1N(Cc2cccc(Cl)c2)C[C@@H]2C[C@@H](c3ccc4nonc4c3)N3CCC[C@@]123
 : -2%, -9%, -8%, -5%, 2, -3%, ?, 10%, 31%
CCN(C1CCCCC1)S(=O)(=O)c1ccc(-n2cnnn2)c(C)c1
 : 4%, -15%, -8%, 3%, -3, -3%, 13%, 18%, 42%[activator]
O=C(Cc1cccs1)N(c1ccc(F)cc1)C1(C(=O)NC2CCCCC2)CCCC1
 : 1%, -10%, -3%, -5%, 0, 2%, 1%, 55%[activator][59 µM], 47%[activator]
Cc1ccc(S(=O)(=O)Nc2ccc3c(c2)C(=O)N([C@@H](C)CO)C[C@@H](C)[C@@H](CN(C)CC2CC2)OCCCC[C@@H](C)O3)cc1
 : ·, -21%, -4%, ·, 3, 7%, ·, ·, ·
Cc1ccc(NC(=O)/C(C#N)=C/c2ccc(C(C)C)cc2)cc1C
 : -2%, -15%, 7%, -9%, -1, 9%, -13%, 2%[59 µM], 20%
O=C(CCCn1c(=O)[nH]c2cc(Cl)ccc2c1=O)NCCC1=CCCCC1
 : 18%, -11%, -2%, 0%, -6, -1%, -8%, 17%[12.7 µM], 10%
S=C(NCCc1ccccc1)NC1CC1
 : -9%, -5%, -8%, -14%, 5, -2%, -15%, 6%[59 µM], 35%
CCOc1ccc(C2C([N+](=O)[O-])=C(C)N(C)C(=O)N2C)cc1OC (stereo not given)
 : -2%, -3%, 9%, 10%, -3, 0%, -14%, 10%, 35%
CC1CCCCN1C(=S)NC(=O)c1cc(Br)ccc1Cl (stereo not given)
 : 0%, -9%, 16%, -34%, -18, 3%, -16%, ?, 36%
CCOC(=O)c1cc(-c2ccc(C)cc2)n(CCC(=O)NCCc2ccc(C)cc2)c1C
 : 15%, -31%, -3%, 3%, -1, 11%, -2%, -20%[59 µM], 31%
OC(COc1ccccc1)CN1C2=NCCCN2c2ccccc21 (stereo not given)
 : -5%, -16%, 6%, -4%, 14, -6%, -9%, -2%[59 µM], 16%
CC(C)C[C@@H](CO)N1CCN(Cc2ccccc2)CCC1=O
 : 2%, -8%, 0%, -2%, -3, 2%, -13%, ?, 19%
C[C@H](CO)N1C[C@H](C)[C@@H](CN(C)C(=O)Nc2ccc(C(F)(F)F)cc2)Oc2ccc(NS(=O)(=O)c3ccc(F)cc3)cc2C1=O
 : 0%, -4%, -3%, ·, -3, -6%, -21%, ·, 31%
O=C(Nc1ccc2c(c1)[nH]c(=O)c1ccccc12)C(F)(F)F
 : 3%, ?, -1%, ·, 7, -1%, -3%, ·, 41%[activator]
COc1ccc2nc(NC(=O)c3ccccc3C(=O)O)sc2c1
 : 4%, -8%, 2%, 5%, 5, -28%, -11%, -8%[2.33 µM], 70%[activator]
CCn1cc(C(=O)NCC(OC)OC)c(=O)c2cc(S(=O)(=O)N3CCCC3)ccc21
 : -6%, -10%, 0%, -12%, -23, i, -22%, 3%, 29%
Cc1ccc(NC(=O)C2CCCN(S(=O)(=O)c3c(C)n[nH]c3C)C2)c(C)c1 (stereo not given)
 : -1%, -21%, -5%, ·, 2, -5%, 1%, 1%[59 µM], 39%
N#CCCN(C(=O)COC(=O)c1nc(Cl)ccc1Cl)c1ccccc1
 : -1%, -3%, 3%, 9%, 4, -3%, -8%, -28%, 15%
CCCNC(=O)c1c(C)cc(=O)oc1C
 : -6%, -4%, 9%, 4%, 2, -8%, 1%, 3%, 8%
